# Compound activity from PubChem BioAssay.
# SENP1 FRET inh = human SENP1 catalytic domain inhibitors, primary screen, biochemical, FRET, uHTS. recombinant SENP1 catalytic domain, CyPet-SUMO1-YPet FRET cleavage. inhibition, % at 10 µM. Sentrin-specific protease 1 (Homo sapiens), Q9P0U3. 360,000 tested, 0.21% active;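 active = inhibition at least 30% at 10 µM, raw YFP signal under a set limit, fluorescence ratio 0.5 to 1.5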;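 also: 0% = enzyme with DMSO and 100% = no enzyme wells; some results filed as inactive read as strong as hits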
# Target sequence (Q9P0U3 419-644 limits assumed): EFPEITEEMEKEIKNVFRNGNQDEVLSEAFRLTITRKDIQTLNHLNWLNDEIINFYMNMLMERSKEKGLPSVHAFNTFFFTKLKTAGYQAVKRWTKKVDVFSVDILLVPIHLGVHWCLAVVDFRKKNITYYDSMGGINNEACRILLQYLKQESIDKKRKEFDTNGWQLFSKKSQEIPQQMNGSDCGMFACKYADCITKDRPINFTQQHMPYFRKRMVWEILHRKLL
#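 Material – human SENP1 catalytic domain · Input – SENP1 enzyme, 20 pM final · Compound dosing – single concentration of 10 µM compound, 0.5% DMSO final · Timing – enzyme reaction for 50 min at room temperature, dark · Measured by – FRET fluorescence in CFP and YFP emission channels · Control set – no-enzyme wells low, DMSO-plus-enzyme wells high control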
# SENP6 inh = SENP6 protease inhibitors, primary screen, biochemical, luminescence, uHTS. Recombinant SENP6 catalytic domain, aminoluciferin luminescence. inhibition, % at 10 µM. 330,000 tested, 1.8% active;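 active = inhibition above about 50% at the single tested dose, limit read from the data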;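 also: plate controls were DMSO wells with enzyme for no effect and DMSO wells lacking enzyme for full effect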
# HKDC1 inh = HKDC1 hexokinase inhibitors, primary screen, biochemical, fluorescence, uHTS | Q2TB90 | recombinant HKDC1, G6PDH/diaphorase resazurin coupled fluorescence | inhibition, % at 20 µM | 340,000 tested, 0.16% active | AID 493160, 2011;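 active = inhibition above about 35% when tested at 20 µM, limit read from the data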;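 also: plate controls were DMSO wells with enzyme for no effect and DMSO wells lacking enzyme for full effect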
#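 Test system: Recombinant HKDC1 (HK5) hexokinase enzyme, produced in-house | Input: HKDC1 at 5 µg/mL | Buffer or medium: Tris pH 8.0 buffer with MgCl2, Tween-20, BSA, BME | Schedule: 90 min reaction incubation at room temperature, dark | Technique: Resazurin-to-resorufin fluorescence via G6PDH and diaphorase coupling, 525/613 nm | Controls: DMSO wells with and without enzyme mix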
# Apaf1 inhib = inhibitors of human Apaf-1 apoptosome, primary screen, biochemical, DEVD-Rh110 fluorescence, uHTS; Apoptotic protease-activating factor 1 (Homo sapiens), O14727; reconstituted apoptosome caspase-3 activity; inhibition, % at 20 µM; 330,000 tested, 0.71% active; AID 489030, 2010; active = inhibition of at least 40% at 20 µM;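 also: plate controls were DMSO wells for no effect and DEVD-CHO caspase inhibitor wells for full effect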
#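 System: reconstituted apoptosome with Apaf-1, cytochrome c, caspase-9, procaspase-3, dATP; Signal: Rh110 fluorescence intensity; Schedule: 30 min compound preincubation, 50 min activation, room temperature; Reagent: cytochrome c trigger plus (Z-DEVD)2-Rh110 caspase-3 substrate.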
# PfGluPho inh = PfG6PD enzyme inhibitors, primary screen, biochemical, fluorescence intensity, uHTS; glucose-6-phosphate dehydrogenase-6-phosphogluconolactonase (Plasmodium falciparum 3D7); 350,000 tested, 0.78% active; PfGluPho enzyme, NADPH resazurin-diaphorase fluorescence; inhibition, % at 20 µM;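 active = inhibition reaching at least a set limit at 20 µM in the primary screen, cut at about 59% in these data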;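 also: 0% = DMSO wells with substrate and 100% = DMSO wells lacking glucose-6-phosphate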
# SENP8 block-1 = human SENP8 protease inhibitors, primary screen, biochemical, fluorescence, Nedd8 protein substrate, uHTS. 360,000 tested, 0.64% active. inhibition, % at 20 µM. AID 602440, 2012. recombinant SENP8. Sentrin-specific protease 8 (Homo sapiens), Q96LD8; in the data active = inhibition mostly above about 40%, no sharp cut-off; inactive = mostly below about 27%
# Target sequence (Q96LD8 whole entry, looked up): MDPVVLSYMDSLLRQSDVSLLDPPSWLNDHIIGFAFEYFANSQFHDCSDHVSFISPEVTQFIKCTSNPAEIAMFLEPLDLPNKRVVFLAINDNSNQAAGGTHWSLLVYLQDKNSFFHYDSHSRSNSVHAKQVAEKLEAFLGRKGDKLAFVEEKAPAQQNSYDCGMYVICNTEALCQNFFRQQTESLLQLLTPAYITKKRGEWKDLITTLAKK
# SENP7 block = SENP7 protease inhibitors, primary screen, biochemical, luminescence, uHTS | AID 434973, 2010 | recombinant SENP7, Z-RLRGG-aminoluciferin luminescence, 40 min | 330,000 tested, 1.5% active | inhibition, % at 5 µM;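 active = inhibition above about 50% at the single test dose, limit read from the data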;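 also: plate controls were DMSO with enzyme for no effect and no enzyme buffer wells for full effect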
# Target sequence (Q9BQF6 706-1050 limits assumed): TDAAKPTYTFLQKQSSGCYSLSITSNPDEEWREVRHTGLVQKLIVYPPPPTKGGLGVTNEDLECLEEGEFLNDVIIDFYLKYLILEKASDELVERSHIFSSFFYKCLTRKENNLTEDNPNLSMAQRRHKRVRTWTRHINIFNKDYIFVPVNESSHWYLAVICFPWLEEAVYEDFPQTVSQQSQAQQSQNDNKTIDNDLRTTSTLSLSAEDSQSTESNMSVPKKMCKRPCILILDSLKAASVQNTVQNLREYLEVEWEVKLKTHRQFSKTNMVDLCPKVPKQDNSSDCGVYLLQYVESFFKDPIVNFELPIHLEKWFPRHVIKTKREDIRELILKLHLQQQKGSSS
# SENP8 block-2 = SENP8 protease inhibitors, primary screen, biochemical, luminescence. Sentrin-specific protease 8 (Homo sapiens), Q96LD8. purified SENP8, Z-RLRGG-aminoluciferin cleavage. inhibition, % at 10 µM. 330,000 tested, 1.2% active. AID 2540, 2010; in the data active = inhibition above about 50%
# Starred values were filed as active, the others as inactive; · = not tested or not shown.
SMILES,SENP1 FRET inh,SENP6 inh,HKDC1 inh,Apaf1 inhib,PfGluPho inh,SENP8 block-1,SENP7 block,SENP8 block-2
COc1ccc2ccccc2c1CN1CCN(C(=O)c2ccccc2)CC1,-0.3,-29.0,6.4,5.8,0.5,19.8,-4.0,0.7
O=C(COc1ncnc2c(Cl)cc(Cl)cc12)Nc1cc([N+](=O)[O-])ccc1Cl,-1.4,-8.5,-3.9,15.2,-1.7,21.8,-4.2,-9.1
CCC(C)[C@H](NC(=O)N1CCn2c1nc1ccccc12)C(=O)NCc1ccc(OC)cc1 (stereo partly drawn),1.9,-10.5,3.2,26.0,-5.2,-0.9,4.5,-8.1
CNC(=O)c1nnc(Cc2ccc(F)cc2)o1,6.8,-11.6,-5.7,10.9,0.2,16.1,-12.1,-9.0
FC(F)(F)c1cccc(OCC2CNC(=S)O2)c1 (stereo not drawn),0.8,-5.5,-3.9,4.2,5.1,13.7,-4.9,15.0
CCN(CC)c1ccc(S(=O)(=O)N2CCOCC2)cc1NC(=O)CSC(=S)N1CCCC1,1.3,7.2,3.7,10.6,23.9,-0.1,-6.9,-2.5
COc1ccc(CNCCC2(C(C)C)CCOC(C)(C)C2)cc1 (stereo not drawn),-0.4,-14.0,-1.4,2.7,0.9,9.9,7.2,-5.9
CC(Oc1ccc2ccc(=O)oc2c1)C(=O)NC1CCN(Cc2ccccc2)CC1 (stereo not drawn),0.0,15.2,-6.7,5.5,-1.3,-198.7,-1.7,1.1
COc1cc(/C=C(\C#N)c2nc(-c3cc4ccccc4oc3=O)cs2)ccc1O,-25.4,-4.4,-8.8,17.1,3.6,-88.5,2.6,1.0
COc1ccc(OCC(=O)OCC(=O)N2C(C)CCCC2C)cc1 (stereo not drawn),0.3,-7.9,1.6,0.5,2.9,7.8,-10.3,-2.5
O=C(c1ccco1)n1nc(-c2ccccc2)nc1SCc1ccccc1,0.3,2.4,-3.0,15.7,6.9,19.8,10.4,-5.5
CCOc1ccccc1NC(=O)C(Sc1nnnn1C)c1ccccc1 (stereo not drawn),0.7,-2.3,-8.2,3.5,-0.7,16.1,4.7,-0.9
O=S(=O)(c1ccc(Br)s1)N1CCN(c2ccnc3cc(Cl)ccc23)CC1,0.8,-8.5,1.3,16.1,15.0,-63.2,4.8,-7.9
CC(C)N1CCc2c(sc(NC(=O)c3ccc4ccccc4c3)c2C(N)=O)C1,-30.1,-4.1,9.3,12.5,17.2,-392.2,-1.5,-2.0
CNC(=S)N(CCc1cccc(C)c1)Cc1cc2cc(OC)c(OC)cc2[nH]c1=O,5.2,-11.5,-5.5,11.6,11.5,-421.7,-1.0,-3.3
CCc1ccccc1N1C(=O)c2ccccc2S1(=O)=O,0.0,-13.5,-10.9,0.3,4.2,4.9,3.4,-7.9
CCOc1ccc(-c2c(C(=O)N/N=C/c3ccc(C)s3)nnn2-c2nonc2N)cc1,-3.4,-6.6,-1.2,6.4,12.4,-72.5,-10.7,-7.5
COc1ccc(C(C(=O)NC2CCCC2)N(C(=O)c2csnn2)C2CCCC2)cc1 (stereo not drawn),-0.2,-14.2,4.0,6.9,-15.1,8.0,3.9,0.1
Cc1cc(C)cc(N2C(=O)CC(N(C(=O)c3ccco3)c3cc(C)cc(C)c3)C2=O)c1 (stereo not drawn),1.8,15.9,-0.9,13.7,-0.2,6.8,1.4,-2.7
Cc1ccc(C)c(NC(=O)CN(C)C(=O)c2cc(-c3cccs3)nn2-c2ccccc2)c1,-0.4,19.4,-1.9,19.8,11.5,-2.2,-1.1,-5.6
CCn1cc(C(=O)O)c(=O)c2cc(F)c(N3CCN(C(=S)Nc4ccccc4OC)CC3)cc21,1.8,25.2,-5.7,-1.5,3.8,-306.9,1.6,5.7
Cc1ccc(NC(=O)C(=O)NCCN2CCN(C(=O)C(c3ccccc3)c3ccccc3)CC2)cc1,-0.4,2.4,-3.4,17.6,-0.8,22.7,5.9,2.7
Oc1ccc(N=Nc2ccc3ccccc3c2)cc1,1.6,98.4*,1.8,5.4,3.2,30.1,100.7*,98.3*
COC(=O)/C=C1/SC(=NC(=O)c2ccc(Cl)cc2)NC1=O,-0.3,-7.7,-0.3,-12.4,-4.7,22.9,-8.2,2.5
O=C(/C=C/c1ccco1)Nc1ccc(N2CCCC2)cc1,-4.3,63.1*,13.7,8.0,56.8,28.0,68.1*,43.5
CCN(CC)S(=O)(=O)c1cccc(NC(=O)c2ccc(Br)cc2)c1,1.8,-26.2,-8.8,17.2,28.8,4.4,-5.4,-5.7
Cc1ccc(OCCNC(=O)c2cccc(C)c2)cc1,-1.6,2.6,-1.7,4.5,3.8,22.3,-1.3,-0.3
COc1ccc(NC(=O)/C(Cl)=C(/Cl)S(=O)Cc2ccccc2)cn1 (stereo not drawn),3.7,-16.7,13.8,5.3,40.0,17.9,-6.1,-12.2
Cc1ccc(C)c(NC(=O)COC(=O)CCC(=O)c2cccs2)c1,3.7,-7.8,-4.6,1.5,-8.2,21.5,1.7,1.5
CN(C)/C=C1\C=C2C(=O)c3ccccc3N2C1=O,-34.8,-13.4,2.6,-36.1,15.3,-2.7,7.7,-2.8
CCCC(=O)Nc1ccc(C(=O)N2CCCC2)cc1,0.0,11.4,-4.1,-5.7,-13.0,35.0,7.5,0.5
CC1(C)Cc2c(c(-c3ccco3)nc3sc4c(NCCN5CCOCC5)ncnc4c23)CO1,-3.2,-0.6,9.1,-0.6,10.7,-359.3,5.4,-1.6
CC(=O)Nc1ccc(Nc2c3ccccc3nc3ccccc23)cc1,-41.7,-20.9,6.6,7.3,-24.8,-42.8,-13.2,16.9
CN1CCCN(C(=O)CC2(CC(=O)O)CCCCC2)CC1,1.2,-17.0,-5.3,-21.7,-7.4,26.0,6.2,0.2
Cc1cc(C)cc(N(C(=O)c2ccc(Br)o2)C2C=CS(=O)(=O)C2)c1 (stereo not drawn),-0.5,11.9,3.6,-12.9,0.9,20.1,4.1,-4.7
O=S(=O)(NCC1CCN(S(=O)(=O)c2ccccc2)CC1)c1ccccc1,0.3,-25.3,5.7,3.6,6.0,13.6,1.9,0.5
CCc1cccc(CC)c1NC(=S)N1CCn2cccc2C1c1cccnc1 (stereo not drawn),0.3,-4.5,-8.9,-4.0,16.1,13.1,2.1,-1.8
Cc1ccc(C(=O)Nc2ccncc2)cc1S(=O)(=O)N1CCOCC1,-1.9,-6.3,-1.0,1.5,-14.2,7.0,-6.4,-11.8
O=C(Nc1ccccc1)c1cnc(-c2ccccc2)nc1-c1ccccc1,0.8,6.9,-8.6,12.7,-6.3,10.9,1.6,-1.2
CN1C(C(=O)NCc2cccc(C(F)(F)F)c2)CC2Cn3c(nc4ccccc43)C21 (stereo not drawn),0.7,11.3,0.8,-0.3,-7.3,6.8,2.7,8.1
CN(Cc1ccccc1)S(=O)(=O)c1ccc(OCC(=O)Nc2cccc([N+](=O)[O-])c2)cc1,1.7,-16.6,-5.4,3.6,-1.1,6.5,7.1,4.1
NC(=O)CC(NC(=O)Cc1cccc2ccccc12)c1ccc(N2CCN(c3ccccc3)CC2)c([N+](=O)[O-])c1 (stereo not drawn),0.5,-13.0,-1.1,16.3,0.4,17.5,8.4,-9.5
CCOC(=O)C1(CC2CC2)CCN(C(=O)c2ocnc2C)CC1,2.0,-31.2,-8.9,-0.1,-13.4,11.7,-7.6,-7.2
Cc1ccc(S(=O)(=O)N2C(=O)CCC2C(=O)N2CCCCC2)cc1 (stereo not drawn),-1.5,-31.6,0.5,-5.9,-2.1,10.3,-9.6,-6.8
Cc1cccc(C(=O)Nc2cccc(OCC(=O)O)c2)c1,3.6,31.0,-15.9,-6.3,12.8,2.9,22.6,6.5
Cc1ccc(-n2ccc(=O)c(C(=O)Nc3ccc(S(=O)(=O)Nc4nccc(C)n4)cc3)n2)cc1,-1.7,8.8,2.1,-1.4,-3.5,6.5,-1.7,2.7
Cc1cc(C)n(C(=O)CCC(=O)NCc2ccccc2)n1,-3.7,4.5,-7.9,-9.8,-6.0,22.2,6.1,-3.9
NC(=O)c1nnsc1-c1ccco1,0.8,·,-0.1,·,4.3,-1.5,·,·
Cc1ccc(NC(=O)N2CCCN(Cc3ccc(F)cc3)C2)cc1C,0.0,13.5,-6.9,-0.4,-8.9,22.9,3.9,1.1
COc1ccc(-c2csc(Nc3ccc(S(=O)(=O)Nc4cc(C)on4)cc3)n2)cc1,0.9,-11.1,-4.7,16.8,-14.1,-65.4,-3.5,-4.8
CC(Oc1cc2oc(=O)c3c(c2cc1Cl)CCC3)C(=O)NCCCN1CCCC1=O (stereo not drawn),-3.3,14.7,0.6,2.1,19.6,-246.5,11.2,2.4
O=C1/C(=C\c2ccc(O)cc2)SC(=S)N1/N=C/c1ccc(O)cc1,76.7*,97.6*,-2.4,-11.9,-3.3,24.5,83.1*,90.2*
O=C(CSc1nnc(NC(=O)c2cccc(Cl)c2)s1)NCC1CCCO1 (stereo not drawn),-0.7,-2.4,-3.4,-2.7,33.8,-41.5,2.9,1.3
Clc1ccc(OCCSc2ncccn2)cc1,1.8,28.9,0.2,10.2,22.0,7.1,8.3,-4.1
Cc1nc(N2CCN(c3ccccc3)CC2)[nH]c(=O)c1CCC(C)C,-0.5,-2.0,-6.9,1.8,-23.7,14.1,0.9,5.9
COc1ccc(CCNC(=O)CCc2nnc(Cc3ccc4c(c3)OCO4)o2)c(OC)c1,-2.1,-1.2,-6.8,13.9,-17.7,9.4,-4.2,-5.0
COc1ccccc1/C=N/NC(=O)NC12CC3CC(CC(C3)C1)C2,4.2,16.2,1.3,31.4,21.2,15.9,0.1,-2.5
O=C1NCCN(Cc2ccc(Cl)c(F)c2)C1CC(=O)N1CCc2ccccc2C1 (stereo not drawn),-14.5,7.1,-3.0,2.0,13.9,-82.0,-2.5,6.8
O=C(CN1C(=O)c2ccccc2C1=O)NCC1CCCO1 (stereo not drawn),-2.4,-4.6,-8.1,-0.7,-1.7,5.4,1.2,1.5
CCCc1nnc(NC(=O)c2nc(S(=O)(=O)Cc3cccc(C)c3)ncc2Cl)s1,2.9,-10.5,7.2,-5.7,-17.7,11.8,-6.7,-7.5

# Entries of single compounds, looked up by structure. Screens in order: SENP1 FRET inh	SENP6 inh	HKDC1 inh	Apaf1 inhib	PfGluPho inh	SENP8 block-1	SENP7 block	SENP8 block-2
# `COc1ccc(CCNC(=O)CCc2nnc(Cc3ccc4c(c3)OCO4)o2)c(OC)c1` is entered as -2.1	-1.2	-6.8	13.9	-17.7	9.4	-4.2	-5.0
# `COc1ccc(-c2csc(Nc3ccc(S(=O)(=O)Nc4cc(C)on4)cc3)n2)cc1` is entered as 0.9	-11.1	-4.7	16.8	-14.1	-65.4	-3.5	-4.8
# `O=C1/C(=C\c2ccc(O)cc2)SC(=S)N1/N=C/c1ccc(O)cc1` is entered as 76.7*	97.6*	-2.4	-11.9	-3.3	24.5	83.1*	90.2*
